# Screens from PubChem.
# HADH2 inh: inhibitors of human HADH2 dehydrogenase; recombinant HADH2, NADH fluorescence, beta-hydroxybutyryl-CoA; Q99714; Potency, µM (highest dose often 57.1 µM), for the others: at the top dose activity change, negative = inhibition, usual class: inhibitors; 73,000 compounds, 3.4% hits; note: potency is the fitted concentration of half-maximal effect; % is set by controls: 0 for no effect and ±100 for the full control effect; nearly all actives have a fitted effect of over 60% in size; many of its hits are not listed in these tables
#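 Activity measured as NADH fluorescence gain (360/450 nm), taken as the change between first and last reads of a 4-min kinetic run. Conditions: pH 9.0 Tris buffer, 20 nM E. coli-expressed His-tagged enzyme, 1 mM NAD+, 90 uM beta-hydroxybutyryl-CoA; 15-min compound preincubation.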
# Texas Red fluor: compound fluoresces in the Texas Red spectral region | Compound fluorescence, Texas Red channel, 547/618 nm; active compounds read high | max dye-equivalent concentration, M | 59,000 compounds, 0.06% hits | AID 587; in the data active = max dye-equivalent concentration above about 10 nM; inconclusive = between about 1.1 nM and that limit
#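 Fluorescence at ex 547/em 618 nm, normalized against an on-plate Texas Red standard series to give dye-equivalent concentration per compound concentration. Buffer 100 mM Tris, pH 8.0; 15 min RT incubation before CCD imaging.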
# Casp1 inh: blocks human caspase-1 allosterically or competitively; 75,000 compounds, 0.03% hits; P29466; AID 900; Potency, µM (titrated, usually from 57.5 µM), without a hit: top-dose activity change, negative = inhibition, usual class: inhibitors; Caspase-1 enzyme, Ac-WEHD-AFC fluorogenic rate;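 note: potency is the fitted concentration of half-maximal effect; plate controls were vehicle for no effect and no substrate for full effect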
# Rhodamine fluor: compound autofluorescence in rhodamine spectral region; Rhodamine-region fluorescence, 547/598 nm, Tris buffer; active compounds read high; 59,000 compounds, 0.05% hits; max dye-equivalent concentration, M; AID 594; in the data active = max dye-equivalent concentration above about 11 nM; inconclusive = between about 1.1 nM and that limit
#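 Intrinsic compound fluorescence, ex 547 / em 598 nm, CCD imager. Tris 100 mM pH 8.0; 15 min RT. Output = rhodamine dye-equivalent concentration at each compound concentration.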
# Fluorescein autfl: fluorescein region autofluorescence. Compound autofluorescence, 480/540 nm, fluorescein-equivalent; active compounds read high. max fluorescein-equivalent concentration, M. 59,000 compounds, 0.91% hits; in the data active = max fluorescein-equivalent concentration above about 10 nM; inconclusive = between about 1.1 nM and that limit
#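 Each compound is tested across a concentration series in 100 mM Tris buffer at pH 8.0. After 15 min at room temperature, plates are imaged with 480 nm excitation and 540 nm emission filters, and intensities are converted to fluorescein-equivalent values.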
# FLuc inh: blocks Photinus pyralis firefly luciferase activity. P08659. purified firefly luciferase, luminescence, 8 min. Potency, µM (doses to about 57.1 µM), without a hit: at the highest dose activity change, negative = inhibition, hits mostly inhibitors. 72,000 compounds, 2.2% hits; note: potency is the fitted concentration of half-maximal effect; % is set by controls: 0 for no effect and ±100 for the full control effect; nearly all actives have a fitted effect of over 40% in size
#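 Here, luciferase activity is measured as luminescence following an 8 min room-temperature reaction at 10 uM ATP, pH 7.2. Every library sample is titrated.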
# Tau filament bind: binders of human tau filaments; recombinant tau filaments, thioflavin S fluorescence, 15 h; filaments grown with octadecylsulfate alongside compound; P10636; Potency, µM (series often up to 57.1 µM), inactives show top-dose activity change, negative = inhibition; AID 596; 71,000 compounds, 2% hits;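 note: potency is the fitted concentration of half-maximal effect; % is set by controls: 0 for no effect and ±100 for the full control effect; actives lower thioflavin S fluorescence by blocking filaments or displacing dye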
#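 His-tagged recombinant human tau (exons 2, 3, 10; 1 uM final) fibrillized with 30 uM sodium octadecylsulfate, 15 h at 37 C, in pH 7.4 HEPES buffer with 10 uM thioflavine S and 5 mM DTT. Reduced ThS fluorescence (450/510 nm) marks activity.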
# USP2a inh: USP2a (human) protease inhibition. USP2a enzymatic assay, qHTS inhibition. Potency, µM (titrated, usually from 38.3 µM), inactives show at the top dose activity change, negative = inhibition, usual class: inhibitors. 60,000 compounds, 0.1% hits;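 note: potency is the fitted concentration of half-maximal effect; nearly all actives have a fitted effect of over 60% in size; plate controls were DMSO for no effect and NEM full inhibition control for full effect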
#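 USP2 core (20nM final) preincubated 30 min RT with compound, then Ub-PLA2 20nM and NBD C6-HPC 20uM final added; buffer 20mM Tris-HCl pH 8.0, 2mM CaCl2. Fluorescence Ex 460/Em 535 read at 0 and 2.5 h; normalized to NEM.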
# HEK293 cAMP cs: counter-screen for TSHR agonists: cAMP increase in parental HEK293 | parental HEK293 CNG cAMP sensor, membrane potential fluorescence | Potency, µM (doses to about 57.1 µM), without a hit: top-dose activation, hits mostly activators | 73,000 compounds, 2.5% hits | AID 938; note: potency is the fitted concentration of half-maximal effect; % of control where 0% means no effect; nearly all actives have a fitted effect of over 55% in size
#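 Parental HEK 293 cells stably expressing a cAMP-gated CNG channel were loaded with membrane potential dye containing 100 uM RO 20-1724 for 60 min. Compound added for 30 min; depolarization read as fluorescence intensity at 590 nm.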
# Caspase-7 inhib: blocks human caspase-7 allosterically or competitively | P55210 | recombinant caspase-7, Ac-DEVD-AFC fluorescence rate | Potency, µM (top dose mostly 57.5 µM), for the others: at the top dose activity change, negative = inhibition, actives largely listed as inhibitors | 75,000 compounds, 0.02% hits | AID 889; active = well fitted inhibition curve with a large enough effect in the main read-out, with a control signal flat, not every such curve was filed as active; inconclusive = small, poorly fitted or top-dose-only effect, or a change in a side signal; note: potency is the fitted concentration of half-maximal effect; % of control where 0% means no effect
# ERK AVP block: vasopressin-driven ERK pathway inhibition. HEK293-V1b, vasopressin-stimulated pERK AlphaScreen. Potency, µM (doses to about 57.5 µM), without a hit: at the highest dose activity, negative = inhibition, hits mostly inhibitors. 72,000 compounds, 0.99% hits. AID 995; note: potency is the fitted concentration of half-maximal effect; % is set by controls: 0 for no effect and ±100 for the full control effect; nearly all actives have a fitted effect of over 55% in size
#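 Phosphorylated ERK1/2 detected via AlphaScreen bead proximity in lysates of V1b-expressing HEK293 cells given 25 nM vasopressin for 5 min after 30 min compound exposure (37 °C). AC50 from Hill equation; basal DMSO 0%, vasopressin 100%.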
# * hit, by the source's call; i = inactive; ? = inconclusive; · = no result given; [ ] = remark or other dose. Unless noted, calls come from the whole dose curve; as a rule, active = well fitted curve in the direction sought with a large enough effect; inconclusive = small, poorly fitted or top-dose-only effect, or another doubt; inactive = no such curve, though single readings can be large; an effect the other way counts as inactive or inconclusive.
entry	mol	HADH2 inh	Texas Red fluor	Casp1 inh	Rhodamine fluor	Fluorescein autfl	FLuc inh
1	Nc1c(C(=O)c2ccccc2)oc2ccc(Br)cc12	11%	?	?	i	i	-22%
2	O=C(O)C1Cc2ccccc2CN1C(=O)c1ccccc1 (configuration not stated)	6%	i	-2%	i	i	0%
3	CC1(C)C(=O)C(c2ccccc2)=C2CN3C(=O)N(CCc4ccccc4)C(=O)C3(Cc3ccc(C(F)(F)F)cc3)C=C21 (configuration not stated)	-10%	·	-2%	·	·	·
4	CCOC(=O)c1ccc(NC(=O)CCc2nc(-c3ccccc3)no2)cc1	1%	i	-3%	i	?	1%
5	CCCCN(C)CCCNC(=O)c1ccc(N2CCCC2=O)cc1	21%	i	-1%	i	i	0%
6	COc1ccccc1NC(=O)CSc1nc2nc(C)cc(C)c2c(=O)[nH]1	6%	?	0%	i	?	1%
7	Cc1cc(OCC(O)CN2CCN(CCO)CC2)ccc1C(C)C (configuration not stated)	-6%	?	6%	i	?	1%
8	COc1ccc(CCn2c(C)cc(C(=O)CSc3nnnn3-c3ccccc3)c2C)cc1OC	10%	i	1%	i	i	1%
9	COC(=O)CSc1nnc([C@H](CC(C)C)NC(=O)OC(C)(C)C)o1	9%	?	-1%	i	?	1%
10	COc1ccc(N/C(C)=C2/C(=O)C(=O)N(CCO)C2c2ccc(Br)cc2)cc1 (configuration not stated)	-2%	?	-1%	i	i	3%
11	COCCNC(=O)C1CC(=O)N(C2CCCC2)C1 (configuration not stated)	4%	i	1%	i	i	3%
12	Cc1cc(C)cc(CSc2nnc(C)c(=O)[nH]2)c1	4%	i	-2%	i	i	0%

entry	Tau filament bind	USP2a inh	HEK293 cAMP cs	Caspase-7 inhib	ERK AVP block
1	6%	2%	11%	-9%	19%
2	4%	-6%	5%	1%	29%
3	-13%	·	11%	0%	3%
4	93%	8%	22%	-4%	16µM*
5	14%	4%	21%	1%	-1%
6	-2%	-7%	-9%	1%	-12%
7	77%	-3%	15%	-1%	3%
8	53%	19%	29%	-1%	?
9	3%	8%	17%	0%	6%
10	16µM*	23%	?	-1%	0%
11	-1%	3%	2%	0%	18%
12	-20%	-2%	17%	0%	-1%

# (listing goes on)
entry	mol	HADH2 inh	Texas Red fluor	Casp1 inh	Rhodamine fluor	Fluorescein autfl	FLuc inh
13	Cc1noc(C)c1COC(=O)c1ccc(-c2nc3ccccc3s2)s1	-107%	i	-3%	i	i	8%
14	COc1ccc(-c2nnc(SCCOc3cccc(C)c3)n2N)cc1	2%	?	2%	i	?	-1%
15	Cc1nnc(Nc2ccc3c(c2)OCO3)c2ccccc12	-23%[11.4 µM]	·	-3%	·	·	?
16	CN(C)CCCNCCCN	6%	·	2%	·	·	·
17	COC(=O)c1ccccc1NC(=O)CN1C(=O)CSC1=O	4%	i	0%	i	i	3%
18	CCc1ccc2c(CN3CCc4ccccc43)cc(=O)oc2c1	-4%	i	-5%	i	i	-4%
19	CCN(CC)CCCNC(=O)c1c(O)c2c([nH]c1=O)CCCC2	5%	i	0%	i	i	4%
20	COc1ccc(NC(=O)c2ccc3c(c2)C(=O)N(Cc2cccnc2)C3=O)c(OC)c1	6%	i	0%	i	i	2%
21	CCCCn1c(SCC(=O)c2cc(OC)ccc2OC)nc2cc(S(N)(=O)=O)ccc21	0%	i	-4%	i	?	2%
22	CCOc1ccc(-c2nnc(-c3snc(-c4ccc(F)cc4)c3N=CN(C)C)o2)cc1	2.5µM*	i	-12%	i	?	2%
23	COc1cc(-c2nnc3sc(C4CCCCC4)nn23)cc(OC)c1OC	-5%	i	0%	i	i	1%
24	COC(=O)[C@@]1(Cc2ccc(F)cc2)[C@H]2c3cc(C(=O)N(C)C)n(Cc4cccc5ccccc45)c3C[C@H]2CN1C(=O)c1ccccc1	11%	·	-1%	·	·	·

entry	Tau filament bind	USP2a inh	HEK293 cAMP cs	Caspase-7 inhib	ERK AVP block
13	-6%	-2%	25%	6%	-9%
14	-5%	-6%	28%	1%	-11%
15	-27%[11.4 µM]	17%[7.66 µM]	10%[11.4 µM]	-1%	8%
16	2%	·	-27%	0%	9%
17	-4%	-1%	7%	-3%	-12%
18	?	13%	20%	-2%	20%
19	13%	-5%	17%	1%	10%
20	-6%	3%	-5%	0%	3%
21	135%	8%	25µM*	-1%	-13%
22	-6%	5%	16µM*	-11%	11%
23	87%	9%	?	-2%	-17%
24	27%	·	16µM*	-9%	5%

# (more compounds)
entry	mol	HADH2 inh	Texas Red fluor	Casp1 inh	Rhodamine fluor	Fluorescein autfl	FLuc inh
25	O=C(O)c1ccc(S(=O)(=O)NC2CCCCC2)cc1	2%	i	1%	i	?	2%
26	c1cc(C(c2nnnn2C2CCCCC2)N2CCN3CCCC3C2)ccn1 (configuration not stated)	10%	i	1%	i	?	-6%
27	Cc1cccc(CNc2ncnc3ccc(-c4ccccc4C#N)cc23)c1	-6%	i	-4%	i	?	1%[2.29 µM]
28	CCCCCc1c(C)nc(N2CCOCC2)[nH]c1=O	7%	i	1%	i	i	0%
29	Cc1cccc2cc(COC(=O)c3ccccc3)c(=O)[nH]c12	9%	i	0%	i	i	0%
30	CC(Sc1nc2ccccc2c(=O)n1Cc1ccco1)C(=O)c1ccccc1 (configuration not stated)	0%	?	0%	i	i	0%
31	CC(=O)N(O)CCCCCNC(=O)CCC(=O)N(O)CCCCCNC(=O)CCC(=O)N(O)CCCCCN	-1%[25.6 µM]	i	0%	i	?	-6%[25.5 µM]
32	N[C@@](CCc1ccccc1)(C(=O)O)c1ccccc1	3%[11.4 µM]	i	-1%[11.5 µM]	i	i	2%[11.4 µM]
33	O=C(CCCSc1nc2ccccc2[nH]1)NC1=NCCS1	7%	i	4%	i	?	-1%
34	CCn1c(CNc2ccc(C)cc2C)nnc1SCC(=O)N1CCCc2ccccc21	5%	i	0%	i	i	0%
35	CCOc1ccccc1N1CCN(C(=O)c2cc3c(s2)CCC3)CC1	4%	i	-3%	i	?	-36%
36	O=C(OCCN1C(=O)c2ccccc2C1=O)c1cc(=O)[nH]c2ccccc12	12%	?	1%	i	?	2%

entry	Tau filament bind	USP2a inh	HEK293 cAMP cs	Caspase-7 inhib	ERK AVP block
25	0%	-3%	6%	-6%	21%
26	-21%	5%	14%	-1%	13%
27	9%	-5%	25µM*	-2%	-20%
28	-9%	2%	-1%	1%	-2%
29	16%	7%	3%	0%	1%
30	14%	3%	16µM*	-1%	7%
31	-14%[25.6 µM]	-2%	-4%[25.6 µM]	2%	-14%
32	10%[11.4 µM]	·	-2%[11.4 µM]	2%[11.5 µM]	-6%[11.5 µM]
33	-3%	4%	3%	-3%	12%
34	-9%	17%	-4%	-3%	-3%
35	2%	10%	30%	-3%	17%
36	-26%	14%	-1%	-4%	-5%

# An excerpt from above, showing only Tau filament bind and Casp1 inh:
no. | Structure | Tau filament bind | Casp1 inh
10 | COc1ccc(N/C(C)=C2/C(=O)C(=O)N(CCO)C2c2ccc(Br)cc2)cc1 (configuration not stated) | 16µM* | -1%
22 | CCOc1ccc(-c2nnc(-c3snc(-c4ccc(F)cc4)c3N=CN(C)C)o2)cc1 | -6% | -12%
36 | O=C(OCCN1C(=O)c2ccccc2C1=O)c1cc(=O)[nH]c2ccccc12 | -26% | 1%

# Next section.
entry	mol	HADH2 inh	Texas Red fluor	Casp1 inh	Rhodamine fluor	Fluorescein autfl	FLuc inh
37	COc1cc(NS(=O)(=O)c2ccc(Br)s2)cc(OC)c1	-6%	i	-5%	i	i	2%
38	CCCc1[nH]nc2c1C1(CCN(C(=O)OCc3ccccc3)CC1)C(C#N)=C(N)O2	-7%	?	-2%	i	i	0%
39	COc1ccc(Cc2nnc(NC(=O)c3ccco3)s2)cc1OC	-16%	i	1%	i	i	1%
40	CCC1CCCCN1C(=O)c1cc(-c2ccc(Cl)c(Cl)c2)on1 (configuration not stated)	-5%	i	-1%	i	i	-11%
41	Cc1nnc(SCC(=O)Nc2cccc(C(F)(F)F)c2)[nH]c1=O	4%	i	0%	i	i	-1%
42	Cc1ccc2[nH]c(=O)c(COC(=O)C3CCCO3)cc2c1 (configuration not stated)	-11%	?	-3%	i	i	-15%
43	COc1cc(C)nc(Oc2ccc(OCc3ccccc3)nn2)n1	2%	·	-2%	·	·	-2%

entry	Tau filament bind	USP2a inh	HEK293 cAMP cs	Caspase-7 inhib	ERK AVP block
37	-22%	11%	4%	-1%	-1%
38	-11%	32%[activator]	13%	-3%	-12%
39	9%	-1%	13%	0%	-17%
40	8%	2%	26%	-4%	2%
41	-10%	11%	25%	3%	-2%
42	-8%	-7%	4%	-1%	-11%
43	-4%	16%	7%	-3%	5%

# Only part of the results is shown; count on the stated rates, not on these rows.
